Screening data from PubChem.
All columns: NCI-60 one-dose screen, growth in % after 48 h at 10 µM unless noted; 100 = growth as untreated, 0 = no growth, -100 = all killed.
SNB-75 = SNB-75 CNS cancer; actives 5% (n = 79,000); AID 1794750
SF-268 = SF-268 CNS cancer cells | actives 3.1% (n = 82,000)
DU-145 = DU-145 prostate cancer. actives 4.2% (n = 81,000). AID 1794760
SF-295 = SF-295 CNS cancer cells; actives 5.6% (n = 79,000); AID 1794758
U251 = U251 CNS tumor cells. actives 5.4% (n = 80,000). AID 1794753
SNB-19 = SNB-19 CNS cancer cells. actives 2.5% (n = 81,000)
SF-539 = SF-539 CNS cancer | actives 6.8% (n = 81,000) | AID 1794752
HCC-2998 = HCC-2998 colon cancer; actives 4.7% (n = 79,000); AID 1794799
PC-3 = PC-3 prostate cancer cells; actives 3.9% (n = 80,000)
* marks the source's active call; other numbers are inactive results; / = no result given. The calls were made as follows: active = growth percent below 10; inactive = the rest.

SMILES	SNB-75	SF-268	DU-145	SF-295	U251	SNB-19	SF-539	HCC-2998	PC-3
O=C1ON=[N+](c2ccc(Cc3ccc([N+]4=NOC(=O)C4CN4CCOCC4)cc3)cc2)C1CN1CCOCC1 (configuration not stated)	72.6	78.3	100.9	44.1	62.8	86.5	77.5	80.5	56.5
Cc1ccc(/C=C/C(=O)c2ccc(N)cc2)c(C)c1	97.8	36.6	78.3	95.5	54.1	85.7	91.0	106.2	91.6
Cc1nc(Nc2ccc(F)c(Cl)c2)sc1C(=O)O	-13.4*	29.3	28.2	15.2	8.2*	26.2	24.4	/	7.9*
NC(N)=N/N=C/c1ccc(F)cc1	97.4	/	118.9	101.4	106.7	94.7	97.2	102.9	97.6
C/C=C(C)/C=N/Nc1nc(-c2ccc(Cl)cc2)cs1	86.7	98.2	101.9	100.7	94.2	100.0	97.0	107.7	91.1
CC(=O)C1=C(C)NC(NNc2ccccc2)=NC1c1ccc([N+](=O)[O-])cc1 (configuration not stated)	101.6	80.7	99.4	87.4	93.1	87.8	99.9	97.0	79.3
CC(C)C(NS(=O)(=O)c1ccc(N=Nc2ccc(N(C)C)cc2)cc1)C(=O)NCCOCCOCC(=O)NC(CCCCNC(=O)C(CCCCNC(=O)CCNC1CCCCC1OC1NCC(C(F)(F)F)CC1Cl)NC(=O)COCCOCCNC(=O)C1CCC(N2CCN(CC3CCC(Cl)CC3)CC2)C([N+](=O)[O-])C1)C(=O)NCCOCCOCC(=O)NC(CCCCNC(=O)CN1CCN(CC(=O)O)CCN(CC(=O)O)CCN(CC(=O)O)CC1)C(=O)O (configuration not stated)	103.5	104.3	105.5	95.2	96.4	92.2	103.4	102.9	92.2
CCn1c(Sc2nnc(NC(=O)CCSC(=S)N3CCCC3)s2)nc2c1c(=O)n(C)c(=O)n2C	78.1	97.5	106.2	102.7	101.4	104.1	92.3	100.5	91.9
COc1cc(C(=O)/C=C/c2c(-c3ccc(F)cc3)nc3sc(C)cn23)cc(OC)c1OC	50.1	40.4	39.2	32.4	32.9	66.5	57.7	68.2	10.7
Nc1nc(N)c2c(n1)NC(c1cccc(Nc3ccnc4cc(C(F)(F)F)ccc34)c1)CC(c1ccc(Br)cc1)=N2 (configuration not stated)	57.2	61.4	71.2	52.0	44.7	66.4	83.9	55.1	36.6
c1ccc2cc3c(cc2c1)Cn1c-3nc2ccccc21	101.2	101.6	110.5	101.9	101.1	90.8	85.0	104.2	91.6
C1=C(c2ccccc2)CCCCC1	99.4	104.2	107.4	96.8	102.1	104.8	108.7	108.4	94.7
CC(C)c1ccc(/C=N/N=C(N)N)cc1	76.9	88.5	98.9	67.0	89.7	97.1	91.8	50.9	48.4
CC(=O)CC(C)(C)S(=O)(=O)O	88.6	107.3	118.5	95.1	/	96.9	98.0	103.8	96.6
O=C(Nc1ccc(N2CCCCC2)c(Cl)c1)c1ccc(Br)o1	60.7	76.0	68.0	105.3	68.5	78.3	117.8	111.3	58.0
Cc1ccc(CBr)c2ccccc12	72.4	113.0	114.0	/	/	107.7	102.0	111.1	104.0
O=C(/C=C/c1ccccc1)COC(=O)c1ccccc1	107.6	103.2	112.7	100.7	93.3	100.7	109.4	110.7	95.9
O=c1[nH]c2ccccc2cc1CSc1ccccc1Nc1nccc(-c2ccc(C(F)(F)F)cc2)n1	66.4	70.4	73.4	72.7	47.5	59.6	45.5	90.4	56.6
COc1ccc(NC(=O)c2sc3c(=O)[nH]c(C)nc3c2C)cc1	98.4	113.8	127.4	118.8	103.7	100.9	108.4	123.7	87.1
CCOC(=O)CC(C)=N	84.0	130.2	120.7	110.5	/	99.7	97.6	117.1	104.0

Shown with each value named: part of the list above.
> CCn1c(Sc2nnc(NC(=O)CCSC(=S)N3CCCC3)s2)nc2c1c(=O)n(C)c(=O)n2C
- SNB-75: 78.1
- SF-268: 97.5
- DU-145: 106.2
- SF-295: 102.7
- U251: 101.4
- SNB-19: 104.1
- SF-539: 92.3
- HCC-2998: 100.5
- PC-3: 91.9

> COc1cc(C(=O)/C=C/c2c(-c3ccc(F)cc3)nc3sc(C)cn23)cc(OC)c1OC
- SNB-75: 50.1
- SF-268: 40.4
- DU-145: 39.2
- SF-295: 32.4
- U251: 32.9
- SNB-19: 66.5
- SF-539: 57.7
- HCC-2998: 68.2
- PC-3: 10.7

Continuation:
SMILES	SNB-75	SF-268	DU-145	SF-295	U251	SNB-19	SF-539	HCC-2998	PC-3
O=C(c1ccccc1)c1cc2ccccc2oc1=O	71.8	100.7	114.3	113.0	90.2	97.4	116.0	117.5	72.3
COc1ccc(-n2c(=O)n(-c3nc4ccc(OC)cc4s3)c(=O)c3cccnc32)cc1	86.2	105.4	104.5	98.4	104.8	102.1	103.2	89.2	75.7
O=C(CCCCCCN1CC(=O)N2[C@@H](c3cc(F)cc(F)c3)c3[nH]c4ccccc4c3C[C@H]2C1=O)NO	/	79.8	65.7	60.0	57.3	65.9	60.5	82.4	48.5
C/C(=N\N1C(=O)c2ccccc2NC1c1ccc(C)cc1)c1c(O)cc(C)oc1=O (configuration not stated)	90.3	90.6	108.1	100.0	91.8	87.4	102.8	90.4	84.7
COC(=O)/C=C/CCCC1CCCCC1	96.8	102.7	105.8	94.6	90.4	103.8	103.7	98.3	95.4
O=C(NCCCCC(NC(=O)OCc1ccccc1)C(=O)O)OCc1ccccc1 (configuration not stated)	106.5	102.7	106.4	108.1	109.6	101.6	116.4	106.8	96.4
COC(=O)[C@@H](Cc1ccc(O)cc1)n1cc(COC(=O)c2cccc3c(=O)c4ccccc4n(Cc4cn([C@H](Cc5ccc(O)cc5)C(=O)OC)nn4)c23)nn1	/	99.0	103.1	102.0	106.6	97.1	103.5	95.3	97.5
O=CC(c1ccccc1)c1ccccc1	86.7	115.8	119.9	87.5	99.4	97.7	102.4	111.9	89.5
O=S(=O)(NCCNc1cc(-c2c(-c3cccc(O)c3)nc3sccn23)ccn1)c1cccc2ccccc12	38.3	86.7	102.8	103.0	98.1	92.3	99.3	120.7	90.7
N#Cc1c(N2CCOCC2)nc2sc3cc(Cl)c(Cl)cc3n2c1=N	74.7	113.0	115.9	99.2	114.1	99.2	91.0	115.5	94.3
COc1cc(NC(N)=NCCC(C)(C)c2ccc(C(F)(F)F)cc2)ncc1C#N	/	44.1	39.6	25.9	-37.4*	48.4	61.1	-77.8*	25.4
Cn1ncc2c(Nc3ccccc3Cl)nc(Nc3ccccc3Cl)nc21	95.7	97.9	100.3	107.2	99.0	117.1	93.1	96.4	100.1
OCC1OCOC2C(CO)OCOC12 (configuration not stated)	99.8	96.3	127.4	97.5	103.5	109.1	113.4	112.4	93.9
COc1ccc(/C(C)=C(\c2ccc(O)cc2)c2ccc(OCCN3CCCCCC3)cc2)cc1	87.6	106.8	105.0	101.1	101.2	99.8	100.3	113.7	88.2
O=C(/C=C/C=C/c1ccccc1)c1ccccc1O	98.6	100.9	110.4	102.7	89.9	/	100.5	95.6	103.7
Cc1nn2c(-c3nc4cc(Cl)c(Cl)cc4[nH]3)c(-c3ccccc3)nc2s1	71.2	81.2	91.0	/	95.2	107.7	/	101.0	74.9
NC(=O)c1cc2c(n1Cc1ccccc1)-c1nc(Nc3ccccc3)ncc1CCC2	57.6	79.2	82.0	60.7	71.1	75.4	82.1	88.8	51.4
COc1ccc2occ(C3=C(c4c[nH]c5ccccc45)C(=O)NC3=O)c2c1	16.6	52.0	92.1	35.6	43.6	51.1	51.8	74.5	62.7
O=S1(=O)N(Cc2ccccc2)[C@@H](Cc2ccccc2)C2O[C@H]2[C@H](Cc2ccccc2)N1Cc1ccccc1 (some centres not stated)	46.3	57.8	34.3	38.0	41.5	44.9	38.6	61.4	42.0
CCCc1[nH]nc2c1C(c1cc3c(cc1[N+](=O)[O-])OCO3)C(C#N)=C(N)O2 (configuration not stated)	88.2	102.4	111.2	105.1	100.0	98.4	103.0	122.3	106.2

Single records, from the list above. Values in the order: SNB-75, SF-268, DU-145, SF-295, U251, SNB-19, SF-539, HCC-2998, PC-3
Cc1nn2c(-c3nc4cc(Cl)c(Cl)cc4[nH]3)c(-c3ccccc3)nc2s1 in the list: 71.2, 81.2, 91.0, /, 95.2, 107.7, /, 101.0, 74.9
N#Cc1c(N2CCOCC2)nc2sc3cc(Cl)c(Cl)cc3n2c1=N in the list: 74.7, 113.0, 115.9, 99.2, 114.1, 99.2, 91.0, 115.5, 94.3
C/C(=N\N1C(=O)c2ccccc2NC1c1ccc(C)cc1)c1c(O)cc(C)oc1=O (configuration not stated) in the list: 90.3, 90.6, 108.1, 100.0, 91.8, 87.4, 102.8, 90.4, 84.7
O=C(/C=C/C=C/c1ccccc1)c1ccccc1O in the list: 98.6, 100.9, 110.4, 102.7, 89.9, /, 100.5, 95.6, 103.7
Cn1ncc2c(Nc3ccccc3Cl)nc(Nc3ccccc3Cl)nc21 in the list: 95.7, 97.9, 100.3, 107.2, 99.0, 117.1, 93.1, 96.4, 100.1

(further entries)
SMILES	SNB-75	SF-268	DU-145	SF-295	U251	SNB-19	SF-539	HCC-2998	PC-3
CCOC(=O)c1c(C)nc2c(c1N)/C(=C/c1ccc[nH]1)C(=O)N2c1cc(OC)c(OC)c(OC)c1	91.4	90.2	99.4	105.0	98.5	95.9	85.5	107.3	84.2
Cc1cc2nc(C(C)(C)O)[nH]c2cc1C	102.9	98.8	100.5	119.8	96.7	101.7	100.7	111.2	107.1
COC(=O)C1(C2CCCCCCC2=O)NC(=S)NC(=O)C1C#N (configuration not stated)	118.3	101.4	109.4	100.7	100.4	99.5	106.8	102.1	114.1
COc1cc(CNS(=O)(=O)c2ccc(C)cc2)ccc1OCc1cn(-c2ccc(Cl)c(Cl)c2)nn1	63.2	87.4	104.9	97.0	101.1	98.0	98.5	/	91.8
O=C1CC(c2ccccc2)CC2=C1C(c1c[nH]c3ccc(Br)cc13)Cc1cc(Br)ccc1N2 (configuration not stated)	77.7	52.2	65.8	58.1	58.4	51.9	62.2	76.1	20.5
COc1ccc(CNC(=O)[C@H](O)[C@@H](N)Cc2ccccc2)cc1OC	97.8	97.8	110.9	94.7	103.6	99.6	102.7	121.7	102.4
c1ccc(-c2n(Cc3ccc4ccccc4c3)c3ccccc3[n+]2Cc2ccc3ccccc3c2)cc1	-43.9*	-61.9*	4.2*	-47.1*	-73.3*	-16.4*	-16.2*	-79.3*	-30.5*
C[C@H]1[C@H](C)CC[C@]2(COCCC#N)CC[C@]3(C)C(=CC[C@@H]4[C@@]5(C)Cc6c([nH]c7ccccc67)C(C)(C)[C@@H]5CC[C@]43C)[C@H]12	96.6	97.8	100.9	112.6	95.8	100.8	106.5	108.4	102.2
COc1ccc(/C=C(\C#N)c2nc(N)nc(Nc3ccc(S(N)(=O)=O)cc3)n2)cc1	93.7	80.9	99.8	107.6	101.8	93.5	93.0	108.8	107.4
C=C1CCC2C3(C)COC(c4ccc(F)cc4)OC3CCC2(C)C1C/C=C1/C(=O)OCC1O (configuration not stated)	-21.6*	39.7	-41.4*	-8.1*	-94.4*	-55.8*	-85.5*	-69.7*	-43.6*
CCCCC1COc2cccc3c2N1C=C/C3=C\C(=O)N(C)c1cccc2ccccc12 (configuration not stated)	91.4	98.0	101.6	95.0	96.7	101.2	107.0	109.2	79.5
CC(=O)N1CCNc2nc(N)[nH]c(=O)c21	102.9	101.0	108.0	105.3	92.6	102.4	105.6	109.7	98.2
C[n+]1c(/C=C\c2ccc(Cl)cc2)ccc2ccccc21	97.6	/	114.8	65.7	36.3	53.7	97.0	75.7	36.3
COc1ccc(/C=N/NC(=O)CSc2nc(-c3cnccn3)cc(-c3cccs3)c2C#N)cc1	77.3	83.5	61.7	80.3	68.1	57.8	39.1	79.1	72.9
COC(=O)CCCCCCCC(C)=O	81.1	103.4	105.4	94.8	101.3	98.7	90.1	95.6	99.2
CCCCC1(/C=N/NC(N)=S)NC(=O)NC1=O (configuration not stated)	90.2	97.1	103.8	108.0	87.4	103.0	111.3	107.0	85.1
O=C1OC(=O)C2=C1CCCC2	87.5	103.6	115.8	100.5	103.1	110.1	91.7	77.1	/
C=C(C)CN(CC(=C)C)C(=O)c1ccccc1	85.0	98.7	106.2	104.0	106.3	101.8	99.3	98.5	101.3
CN1C(=O)C2(C(C#N)=C(c3ccc(Cl)cc3)Nc3c2c(-c2ccccc2)nn3-c2ccccc2)c2ccccc21 (configuration not stated)	69.4	93.5	93.6	77.4	102.0	87.0	-85.3*	87.0	85.8
Cc1ccc2c(c1)C(=O)/C(=C/c1ccc(Cl)cc1)S2	109.8	101.3	110.0	102.0	100.5	98.5	97.7	106.7	75.9
CON1CCC[C@]2(C)[C@H]3CC[C@@H]4[C@H]5[C@H]6OC[C@@]5(CCC6(C)C)CC[C@@]4(C)[C@]3(C)CC[C@H]2C1(C)C	92.5	95.2	106.0	99.1	104.2	95.6	99.3	107.8	93.2
CC/C=C\CCC/C=C1/C(=O)C=C[C@@H]1C/C=C\CCCC(=O)O	86.5	89.0	83.9	82.9	39.8	69.2	103.3	68.2	57.6
COCCn1cc(-c2nc(-c3ccsc3)cs2)c2cc(OC)ccc21	95.2	100.0	98.3	96.4	95.5	111.4	93.3	114.6	/
COc1ccc(-c2c(C#N)c(N)n3nc(N)c(C#N)c3c2C#N)cc1	94.2	101.8	104.2	99.1	85.2	95.0	96.2	112.5	77.6
CCCCNC(=O)c1[nH]cc(-c2ccccc2)c1-c1ccccc1OC	94.4	98.6	104.0	101.6	95.5	103.5	100.7	107.0	94.6
CCN(CC)c1ccnc(SCc2ccccc2)n1	123.7	107.5	112.9	109.0	85.4	105.4	110.6	108.7	103.4

Hits appear at their usual frequency; overall some 9.9% were active at least once.
